LmPK inh – blocks Leishmania mexicana pyruvate kinase activity; hit rate 0.37% among 290,000; Q27686; Potency, µM (doses to about 57.5 µM), without a hit: top-dose activity change, negative = inhibition, actives largely listed as inhibitors; purified LmPK, Kinase-Glo ATP luminescence, 1 h; note: potency is the fitted concentration of half-maximal effect
Target sequence (Q27686 whole entry, looked up): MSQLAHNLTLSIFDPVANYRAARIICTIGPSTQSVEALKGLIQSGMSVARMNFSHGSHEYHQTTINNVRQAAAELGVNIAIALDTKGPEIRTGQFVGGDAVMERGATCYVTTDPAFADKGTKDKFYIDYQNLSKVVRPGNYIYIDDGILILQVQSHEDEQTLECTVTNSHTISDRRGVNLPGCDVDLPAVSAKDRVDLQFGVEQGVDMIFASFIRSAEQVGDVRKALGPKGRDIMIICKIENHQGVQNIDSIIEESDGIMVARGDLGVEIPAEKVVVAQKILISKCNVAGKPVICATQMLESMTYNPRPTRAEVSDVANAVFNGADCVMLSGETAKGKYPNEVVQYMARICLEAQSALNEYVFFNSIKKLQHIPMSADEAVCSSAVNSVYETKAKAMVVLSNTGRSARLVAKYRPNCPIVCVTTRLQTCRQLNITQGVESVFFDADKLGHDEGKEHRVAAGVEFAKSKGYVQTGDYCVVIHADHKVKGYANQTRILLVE
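Kinase-Glo luminescence read after 1 h RT reaction of 0.1 nM LmPK with 0.5 mM PEP and 0.1 mM ADP. Activity scaled between uninhibited and enzyme-free controls.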
Sm TGR inh – S. mansoni TGR enzyme inhibition; purified TGR, DTNB reduction, TNB absorbance 405 nm; Q962Y6; hit rate 3% among 360,000; Potency, µM (doses to about 114 µM), for inactives: at the top dose activity change, negative = inhibition, hits mostly inhibitors; note: potency is the fitted concentration of half-maximal effect; nearly all actives have a fitted effect of over 60% in size
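First, TGR (20 nM dispensed) and NADPH were mixed with compound. Second, a 15 min room-temperature incubation followed. Third, further NADPH and then DTNB were added to start the reaction. Finally, TNB absorbance was monitored kinetically.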
AmpC no deterg – blocks E. coli AmpC beta-lactamase in detergent-free assay; P00811; AmpC nitrocefin hydrolysis, absorbance 480 nm, 0.0001% Triton; Potency, µM (series often up to 57.1 µM), for inactives: at the top dose activity change, negative = inhibition, actives largely listed as inhibitors; hit rate 0.52% among 330,000; AID 485341;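 note: potency is the fitted concentration of half-maximal effect; plate controls were no compound for no effect and no enzyme for full effect; nearly all actives have a fitted effect of over 20% in size; some results filed as inactive show a strong effect at the top dose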
Target sequence (P00811 whole entry, looked up): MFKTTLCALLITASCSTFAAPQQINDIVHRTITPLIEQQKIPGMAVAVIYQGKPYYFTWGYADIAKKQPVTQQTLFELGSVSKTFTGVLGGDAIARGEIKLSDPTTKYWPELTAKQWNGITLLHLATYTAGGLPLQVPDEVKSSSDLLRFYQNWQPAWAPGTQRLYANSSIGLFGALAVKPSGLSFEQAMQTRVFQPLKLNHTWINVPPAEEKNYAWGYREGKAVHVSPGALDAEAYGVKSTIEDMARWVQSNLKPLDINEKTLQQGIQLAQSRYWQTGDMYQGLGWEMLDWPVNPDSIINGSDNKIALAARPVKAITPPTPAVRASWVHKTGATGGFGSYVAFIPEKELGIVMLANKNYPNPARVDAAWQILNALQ
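AmpC (5.3 nM in the dispensed reagent) in 20 mM phosphate pH 7.0 with 0.01% (detergent screen) or 0.0001% Triton X-100 was preincubated with compounds for 15 min at room temperature. Nitrocefin was then added from an 800 uM solution, and hydrolysis was followed at 480 nm.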
HCMV inh – human cytomegalovirus inhibition; HFF cells, HCMV-luciferase reporter, 72 h; stronger effect = lower value; activity change, negative = inhibition, % at 57.5 µM; hit rate 4.5% among 410,000; AID 1259415; in the data active = activity change below about -60%; inconclusive = no clear call, values can overlap the other calls; inactive = above about -39%
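Luciferase read-out from HCMV-luciferase-infected HFFs (MOI 1 PFU/cell) 72 h post infection at 37C; compounds added after 16 h cell attachment; activity normalized between buffer-only basal and Salinomycin (10uM) inhibitor controls.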
AMA1 RON2 block – AMA1-RON2 (P. falciparum) interaction inhibition. AID 720542. AlphaScreen AMA1-biotinylated RON2 peptide binding. Potency, µM (doses to about 58.2 µM), for inactives: top-dose activity change, negative = inhibition, hits mostly inhibitors. hit rate 0.2% among 360,000;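 note: potency is the fitted concentration of half-maximal effect; 0% = vehicle wells and -100% = peptide control; nearly all actives have a fitted effect of over 45% in size; some results filed as inactive show a strong effect at the top dose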
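AMA1 (3D7) with his tag at 25 nM final met compounds first, then biotinylated RON2 peptide at 25 nM; detection used donor plus acceptor beads, 10 µg/mL apiece, read by AlphaScreen after 30 min at room temperature.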
TbPYK inhibitor – T. brucei pyruvate kinase inhibition | TbPYK enzyme, Kinase-Glo Plus ATP luminescence, 45 min | Potency, µM (top dose mostly 76.8 µM), without a hit: top-dose activity, negative = inhibition, hits mostly inhibitors | AID 624173 | Q57TT1 | hit rate 0.12% among 410,000; note: potency is the fitted concentration of half-maximal effect; nearly all actives have a fitted effect of over 50% in size
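T. brucei PYK with substrate was exposed to pin-transferred compounds across a concentration series, then started with 130 uM ADP (final). After 45 min at room temperature, Kinase-Glo Plus luminescence was read, normalized and curve-fitted.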
AmpC inh detg – inhibitors of E. coli AmpC beta-lactamase with detergent | AID 485294 | AmpC hydrolysis of nitrocefin, absorbance 480 nm, 0.01% Triton | hit rate 0.041% among 370,000 | P00811 | Potency, µM (doses to about 114 µM), inactives show at the highest dose activity change, negative = inhibition, most hits filed as inhibitors;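 note: potency is the fitted concentration of half-maximal effect; 0% = no-compound wells and -100% = no-enzyme wells; nearly all actives have a fitted effect of over 25% in size; some results filed as inactive show a strong effect at the top dose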
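AmpC (5.3 nM in the dispensed reagent) in 20 mM phosphate pH 7.0 with 0.01% (detergent screen) or 0.0001% Triton X-100 was preincubated with compounds for 15 min at room temperature. Nitrocefin was then added from an 800 uM solution, and hydrolysis was followed at 480 nm.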
The depositor's hits bear a star; ? = inconclusive; nt = not tested or not shown; & = joins results of further samples; [ ] = remark or other dose. Unless noted, calls come from the whole dose curve; as a rule, active = well fitted curve in the direction sought with a large enough effect; inconclusive = small, poorly fitted or top-dose-only effect, or another doubt; inactive = no such curve, though single readings can be large; an effect the other way counts as inactive or inconclusive. Unless noted, % is set by controls: 0 for no effect and ±100 for the full control effect.

SMILES	LmPK inh	Sm TGR inh	AmpC no deterg	HCMV inh	AMA1 RON2 block	TbPYK inhibitor	AmpC inh detg
COc1nc(OC)nc(N2CCC(C(=O)NCC3CCCCC3)CC2)n1	2%	1%	-7%	8	2%	3%	?
Nc1c(N(CCC2=CCCCC2)C(=O)COc2ccc([N+](=O)[O-])cc2)c(=O)[nH]c(=O)n1Cc1ccccc1	nt	nt	nt	-35	-4%[11.6 µM]	1%	nt
CCN(Cc1ccccc1)S(=O)(=O)c1ccc(C(=O)N(CCCN(C)C)c2nc3cc4c(cc3s2)OCCO4)cc1	nt	7%	220%[activator]	-34	?	-3%	?
COc1ccccc1CNC(=O)C/C(C)=N/NC(=O)Cc1ccc(OC)c(OC)c1	0%	-9%	-8%	-66*	34%[activator]	-9%	-9%
CN(C)S(=O)(=O)c1cccc(C(=O)OCC(=O)NCc2ccc3c(c2)OCO3)c1	12%	13%	-16%	12	-2%	6%	-11%
CCn1nc(NC(=O)c2cccnc2)c2cc3ccccc3nc21	1%	?	-8%	11	-1%	-8%	-12%
COC(=O)C1=C(C)NC(C)=C([N+](=O)[O-])C1c1ccccc1C(F)(F)F (stereo not given)	-1%	-2%&0%	-22%&-22%	?	8%&-5%	-3%&1%	-11%&-3%
COc1ccc(S(=O)(=O)N2CCOCC2)cc1C(=O)NC1CCCCC1	-1%	-3%	-11%	3	-16%	2%	12%
CCCc1cc(=O)oc2cc(OCC(=O)N(C)C)c(Cl)cc12	-2%	5%	-10%	0	-1%	4%	2%
CN(C)NC(=O)C(NC(=O)c1ccccc1)C12CC3CC(CC(C3)C1)C2 (stereo not given)	-1%	-2%	1%	28	13%	3%	?
COCCNc1nc(NCc2ccccc2F)c2sccc2n1	nt	nt	nt	?	-7%	-1%	nt
CCc1cccc2c(C(=O)CCl)c[nH]c12	-1%	7.9µM*	-17%	9	10%	-5%	-9%
O=C(Cc1ccc(NC(=O)C2CCCN(C(=O)C3CCCCC3)C2)cc1)Nc1cccc(C(=O)N2CCCC2)c1 (stereo not given)	nt	nt	nt	3	0%	5%	nt
Cc1sc2nc(CC(=O)N3CCCC3)[nH]c(=O)c2c1C	0%	2%	-24%	8	-3%	0%	-11%
CCOc1ccccc1CNC(=O)CN1C(=O)c2cccnc2Oc2ccc(C)cc21	nt	-17%	nt	0	nt	-14%[15.4 µM]	-6%
CCC(=O)Nc1ccc(NC(=O)CN2CCCC(C)C2)c(Cl)c1 (stereo not given)	-2%	3%	-2%	?	-3%	1%	-5%
Cc1cccc(OCc2occc2C(=O)Nc2cccc(-n3cnnn3)c2)c1	-4%	-15%	-34%	-40	-8%	0%	-7%
CC(C)(C)NC(=O)C(c1ccccc1)N(C(=O)CNC(=O)c1cccs1)c1cccnc1 (stereo not given)	-3%	1%	-18%	-10	5%	0%	?
C=C(C)Cn1c(Sc2nc3ccccc3[nH]2)nc2c1c(=O)[nH]c(=O)n2C	16%	14%[11.4 µM]	-5%	-25	-11%	0%	-4%
Cc1ccc(SCCOCCN2CCc3ccccc3C2)cc1	2%	-2%	36%	-27	-20%	1%	-18%

Brought forward from above: 3 entries, then new ones.
SMILES	LmPK inh	Sm TGR inh	AmpC no deterg	HCMV inh	AMA1 RON2 block	TbPYK inhibitor	AmpC inh detg
CC(C)(C)NC(=O)C(c1ccccc1)N(C(=O)CNC(=O)c1cccs1)c1cccnc1 (stereo not given)	-3%	1%	-18%	-10	5%	0%	?
C=C(C)Cn1c(Sc2nc3ccccc3[nH]2)nc2c1c(=O)[nH]c(=O)n2C	16%	14%[11.4 µM]	-5%	-25	-11%	0%	-4%
Cc1ccc(SCCOCCN2CCc3ccccc3C2)cc1	2%	-2%	36%	-27	-20%	1%	-18%
COc1ccccc1S(=O)(=O)Nc1cccc(S(=O)(=O)N2CCCC2)c1	nt	nt	-14%	65	8%	5%	nt
CCc1cccc(C)c1NC(=O)COC(=O)CC1CCCC1	nt	4%	-3%	-10	0%	6%	?
COc1ccc2oc(-c3ccc(C)c(NC(=O)COc4cc(C)cc(C)c4)c3)nc2c1	nt	-18%	nt	67	nt	-3%	1%
C=CCn1c(SCC(=O)Nc2ncc(Cc3cc(Cl)ccc3Cl)s2)nnc1-c1ccncc1	5%	-24%	-20%	3	5%	6%	3%
O=C(c1ccncc1)N1CCN(C(=O)c2cccc3ccccc23)CC1	2%	3%	-3%	-15	0%	5%	6%
Cc1cccc(C)c1NC(=O)COC(=O)c1ccccc1O	-5%	0%	-23%	-10	-2%	1%	-6%
CC1=C(C(=O)O)N2C(=O)[C@@H](NC(=O)CCCC(=O)O)[C@H]2SC1	9%	-16%	-10%	6	15%	-19%	-3%
CC(=O)c1c(N2CCN(C)CC2)nc(=S)n(-c2cc(C)ccc2C)c1C	2%	-23%	4%	-24	-10%	8%	-8%
CN(C(=O)c1cccc(NC(=O)Cc2ccc(NC(=O)C3CCCN(C(=O)C4CC4)C3)cc2)c1)C1CCC1 (stereo not given)	nt	nt	nt	27	4%	2%	nt
CCN(CC)C(=O)COc1ccc(/C(C)=N/Nc2ncc(Cl)cc2Cl)cc1	5%	-9%	36%[activator]	-9	39%[activator]	-4%	-5%
CSc1ccccc1OCc1cc(C(=O)NCCC2CCCCO2)no1 (stereo not given)	-5%	1%	27%	-15	6%	-5%	-6%
CC(C)(C)CN1C(=O)C(=O)NC[C@@H]1CCCCN	nt	nt	nt	0	5%	-3%	nt
COc1cccc2c(=O)c3ccccc3oc12	-5%&-1%	8%&-4%	46%&-19%	-17	-23%	0%	-4%&8%
Cc1ccc(S(=O)(=O)CCC(=O)OCc2nnc(-c3ccccc3)o2)cc1	nt	nt	-6%	38	-14%	12%	nt
O=c1[nH]c(CN(CCO)CCO)nc2c1C1(CCCCC1)Cc1ccccc1-2	4%	?	162%[activator]	-31	142%[activator]	5%	?
CCC(C)c1ccccc1NC(=O)CN(CC)CC(=O)Nc1ccc2c(c1)OCCO2 (stereo not given)	nt	nt	45%	-18	15%	-4%	nt
CCC(=O)N1CCc2cc(Br)cc(S(=O)(=O)N(C)c3ccc(OC)cc3OC)c21	14%[11.5 µM]	-5%	115%[activator]	-26	-24%	5%	-4%
CC1=NN(C(=O)Cn2nc([N+](=O)[O-])c(Br)c2C)C(O)(C(F)(F)F)C1 (stereo not given)	4%	3%	-17%	152	17%	-5%	0%
COc1ccc(NC(=O)c2sc3nc(C)c(C(=O)Nc4ccc(C)cc4C)c(-c4ccccc4Cl)c3c2N)cc1	nt	-3%	nt	-28	nt	-1%	-6%
Nc1c(Cl)cc(C2=NCCn3c2c2ccc(C(F)(F)F)cc2[n+]3[O-])cc1Cl	nt	-11%	77%[activator]	-9	61%[activator]	-5%	-7%
CCc1ccc(C(C(=O)NC(C)(C)CC)N(Cc2ccco2)C(=O)Cn2nnc3ccccc32)cc1 (stereo not given)	-1%	-3%	-19%	0	-4%	-1%	-1%
COc1ccccc1NC(=O)C1=C(C)Nc2nc(SCc3cc(C)ccc3C)nn2C1c1ccccc1 (stereo not given)	nt	0%	nt	-17	nt	-2%	-2%
Cc1cc(NC(=O)COC(=O)COc2ccc3c4c(c(=O)oc3c2)CCC4)no1	10%	6%	-22%	-6	-5%	-10%	5%
NC(=O)C1CCN(CCS(=O)(=O)c2ccc(Cl)cc2)CC1	0%	45µM*	86%[activator]	-10	1%	1%	-8%
CC(C)(C)c1ccc(C(=S)N2CCN(c3ccccc3)CC2)cc1	1%	-3%	-26%	-18	?	-19%	6%
CCN1CC=C2C(C1)C(c1ccc(Cl)s1)C(C#N)=C(N)C2(C#N)C#N (stereo not given)	11%	?	-34%	6	-3%	0%	-11%
CC(C)(C)C1CCC(=O)N(CCSc2ccccc2)CC1 (stereo not given)	0%	-22%	34%	-16	20%	-3%	-19%
CC(=O)NC(c1ccccc1)c1nc(-c2ccc(S(C)(=O)=O)cc2)cs1 (stereo not given)	nt	nt	nt	-11	-4%	-13%	nt
CC12CCC(C(=O)Nc3ccccc3)(C/C1=N\O)C2(C)C (stereo not given)	-1%	-11%	-12%	23	3%	1%	-8%
O=[N+]([O-])c1ccc(NC2CCCC2)cc1	0%	8%	-21%	7	-4%	-1%	6%
Cc1ccc(CN2CCN(Cc3nc(C(C)C)cs3)CC2CCO)cc1 (stereo not given)	-5%	-24%	159%[activator]	-30	16%	4%	4%
COc1cccc(C(=O)N2CCN(Cc3nc(-c4ccoc4)oc3C)CC2)c1	nt	nt	nt	-28	21%	-11%	nt
Cc1cccc(NC(=O)Nc2cccnc2)c1C	-6%	?	-6%	0	7%	4%	5%
Cc1c(NC(=O)COc2c(F)c(F)c(F)c(F)c2F)c(=O)n(-c2ccccc2)n1C	6%	?	2%	23	8%	-4%	0%
Cc1ccnn1-c1ccc(C(=O)NCc2ccccc2CN2CCOCC2)cc1	nt	nt	19%	-19	-9%	-4%	nt
N#C/C(=C\c1ccccc1)c1nc(-c2cc3cc(Br)ccc3oc2=O)cs1	nt	0%	nt	12	nt	-2%	4%
O=C(O)c1cccc2c1C(=O)c1ccc(-c3ccc(F)cc3F)cc1S2(=O)=O	nt	0%	-3%	-61*	-2%	3%	-5%
Oc1ccccc1N1CCN(c2ncnc3sc(-c4ccccc4)cc23)CC1	-11%	3%	-28%	-38	16%	-18%	7%
COCCCNC(=O)c1cccc(NC(=O)c2ccccc2)c1	-2%	-1%	-16%	11	16%	-12%	?
Cc1ccc(S(=O)(=O)N2CCC(=O)N([C@H](COCc3ccc(Cl)cc3)C(C)C)CC2)cc1	nt	nt	nt	25	-6%	3%	nt
O=C(N/N=C/c1ccoc1)c1cccc(OC(F)(F)C(F)F)c1	nt	nt	nt	7	86%[activator]	0%	nt
COc1cccc(-c2nc3ccccc3c(=O)o2)c1	-7%	-25%	-24%	72	5%	-2%	?
CC(C)(C)c1nnc(NS(=O)(=O)c2ccc(F)cc2)s1	nt	nt	nt	5	8%	-17%	nt
Cc1cc(Cl)ccc1OCC(=O)NNC(=O)C1CCCO1 (stereo not given)	2%[11.5 µM]	-2%	-14%	-14	59%[activator]	-2%	1%
CCOC(=O)c1cccc(NC(=O)Nc2ccc3c(c2)N(C)C(=O)c2ccccc2S3)c1	nt	-35%	nt	-34	nt	4%	-2%
O=C(COc1ccc(Cl)cc1)N/N=C/CCc1ccccc1	4%	24%	-18%	-2	47%[activator]	-2%	7%
O=C(/C=C/c1ccco1)Nc1cccc(S(=O)(=O)N2CCOCC2)c1	-1%	-33%	-26%	?	-2%[2.32 µM]	1%	?

Source: PubChem (National Center for Advancing Translational Sciences (NCATS))
